p53ts 39C kill: kills p53ts cells at the nonpermissive temperature; H1299-p53A138V viability at 39C, ATP luminescence, 24 h; Potency, µM (highest dose often 46.1 µM), without a hit: at the top dose activity change, negative = cell killing, hits mostly cytotoxic; hit rate 1.5% among 130,000; also: nearly all actives have a fitted effect of over 55% in size
IkB sig inh: inhibitors of IkB signaling in ABC-DLBCL cells | ABC-DLBCL IkBa-CBG/CBR dual luciferase ratio, 4 h; response scale: scaled: untreated 0%, proteasome inhibitor 100% | Potency, µM (top dose mostly 57.1 µM), inactives show at the top dose IkBa stabilization activation | hit rate 0.04% among 110,000; active = well fitted curve in the direction sought with a large enough effect in the signal ratio, not every such curve was filed as active; inconclusive = small, poorly fitted or top-dose-only effect, or a change in a side signal; the % refers to the signal ratio;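 also: the direction sought is a rising ratio; 0% = basal untreated cells and 100% = reference inhibitor full response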
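Luminescence ratio of IκBα-fused green versus native red beetle luciferase in OCI-Ly3 cells, 4 h post-doxycycline with compound; red signal alone, scaled from basal (0%) to zero light (-100%), flagged nonspecific or cytotoxic effects.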
Imprint erasure: induces erasure of genomic imprints in mouse ES cells; hit rate 0.02% among 110,000; mouse ES Peg3-LacZ reporter, beta-gal luminescence, 40 h; Potency, µM (doses to about 60.7 µM), without a hit: top-dose activity change, positive = activation, usual class: activators;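 also: 0% = negative control wells on the plate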
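Gelatin-coated wells received 300 freshly trypsinized female ES cells with a Peg3LacZ-Neo reporter on the maternal allele, then incubated 40 hours at 37C. BetaGlo was added for 5 minutes at room temperature before a single luminescence read.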
p53ts 32C tox: kills p53ts cells at the permissive temperature; H1299-p53A138V at 32C, ATP luminescence viability, 24 h; Potency, µM (series often up to 46.1 µM), for inactives: at the top dose activity change, negative = cytotoxicity, hits mostly cytotoxic; hit rate 0.93% among 130,000; AID 924;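 also: 0% = DMSO and -100% = full killing by reference compound; nearly all actives have a fitted effect of over 55% in size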
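H1299-p53 A138V cells (temperature-sensitive p53) exposed 24 h to up to 46 uM compound at 32C, where p53 is wild-type in conformation. Viability read as ATP luminescence and normalised to DMSO and 100 uM tamoxifen. AC50 fitted with the Hill equation.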
Active calls of the source: *; ? = inconclusive; / = no result given; [ ] = remark or other dose. Unless noted, calls follow the shape of the dose curve; as a rule, active = well fitted curve in the direction sought with a large enough effect; inconclusive = small, poorly fitted or top-dose-only effect, or another doubt; inactive = no such curve, though single readings can be large; an effect the other way counts as inactive or inconclusive. Unless noted, % is scaled to controls: 0 for no effect and ±100 for the full control effect; potency is read from the fitted curve at half-maximal effect.

SMILES	p53ts 39C kill	IkB sig inh	Imprint erasure	p53ts 32C tox
COc1cc2nc(=S)n3[nH]c(CCn4nc(C)cc4C)nc3c2cc1OC	-5%	0.8%	-23%	-8%
Cc1nn(C)c(C)c1C1Nc2ccccc2C(=O)N1O (stereo not drawn)	21%	/	/	-7%
c1ccc(CO[C@H]2NCCN2Cc2ccccc2)cc1	4%[9.22 µM]	-1.4%[11.4 µM]	-15%[10.9 µM]	8%[9.22 µM]
O=C(CN1CCOCC1)Nc1ncccn1	11%	/	/	-6%
COc1ccc(Cl)cc1NC(=O)CSc1nnc(Cc2cccn2C)n1-c1ccc(F)cc1	-10%	?	-16%	0%
CCOC(=O)c1ccc2ncc(C(=O)OCC)c(NCCN(C)C)c2c1	2%	-0.6%	-6%	-9%
c1ccc(-c2nc3nonc3c3nc4ccccc4n23)cc1	1%	8.0%	/	-3%
Cc1ccc(C)c(CN2C(=O)C3(c4ccccc42)N(c2cccc(C(F)(F)F)c2)C(=O)CS3(=O)=O)c1 (stereo not drawn)	-15%	-2.0%	16%[10.9 µM]	16%
COc1cccc(-c2cc(C(=O)Nc3ccc4c(c3)OCO4)no2)c1	-5%	?	-13%[10.9 µM]	6%
CC1CCCN(C(=O)C(Cc2ccccc2)n2cccc2)C1 (stereo not drawn)	7%	0.7%	-19%	13%
CCOc1ccc(OCC)c(NS(=O)(=O)c2cc(-c3cnc(C)o3)ccc2OC)c1	-5%	-0.6%	-16%[10.9 µM]	4%
COc1ccc(S(=O)(=O)Nc2ccc(Cl)cn2)c(C)c1C	-1%	1.5%	-14%	-5%

Part of the list above in order of formula weight, highest first:
SMILES	p53ts 39C kill	IkB sig inh	Imprint erasure	p53ts 32C tox
CCOC(=O)c1ccc2ncc(C(=O)OCC)c(NCCN(C)C)c2c1	2%	-0.6%	-6%	-9%
c1ccc(-c2nc3nonc3c3nc4ccccc4n23)cc1	1%	8.0%	/	-3%
O=C(CN1CCOCC1)Nc1ncccn1	11%	/	/	-6%

Four compounds drawn at random from those above, as already listed:
SMILES	p53ts 39C kill	IkB sig inh	Imprint erasure	p53ts 32C tox
CCOC(=O)c1ccc2ncc(C(=O)OCC)c(NCCN(C)C)c2c1	2%	-0.6%	-6%	-9%
COc1ccc(Cl)cc1NC(=O)CSc1nnc(Cc2cccn2C)n1-c1ccc(F)cc1	-10%	?	-16%	0%
COc1cc2nc(=S)n3[nH]c(CCn4nc(C)cc4C)nc3c2cc1OC	-5%	0.8%	-23%	-8%
COc1ccc(S(=O)(=O)Nc2ccc(Cl)cn2)c(C)c1C	-1%	1.5%	-14%	-5%

Later entries.
SMILES	p53ts 39C kill	IkB sig inh	Imprint erasure	p53ts 32C tox
Cc1ccc(C)c(N2CCN(C(=O)c3ccc(NS(=O)(=O)c4c(C)noc4C)cc3)CC2)c1	-6%	?	-18%	8%
COc1ccc(-c2nsc(NC(=O)c3cccc(OC)c3)n2)cc1	-21%	?	-2%[10.9 µM]	-20%
CCOC(=O)C1CCN(c2nc(C)nc3c2oc2ccccc23)CC1	-10%	1.2%	-1%	3%
CCOC(=O)c1c(NC(=O)CSc2nc3cccnc3n2C)sc(C(C)=O)c1C	-19%	-1.6%	-6%	2%
CCN(CC)CCNC(=O)c1nn(-c2ccc(OC)c(Cl)c2)c(=O)c2c1c1ccccc1n2C	29%	-0.5%	-4%[10.9 µM]	4%
CCOC(=O)c1c(-c2ccccc2)oc2ccc(NS(=O)(=O)c3ccccc3)cc12	16µM*	?	-26%[10.9 µM]	43%[activator]
Cc1ccc(NC(=O)N2CCN(Cc3nc4ccc(C)cc4o3)CC2)c(Cl)c1	-6%	?	13%[10.9 µM]	4%
CCOc1ccc(/C=C/C(=O)Nc2ccc3nc(N(CC)CC)cc(C)c3c2)cc1OC	?	?	-29%[10.9 µM]	?
Cc1cc(OCC(=O)NC(Cc2c[nH]c3ccccc23)C(=O)O)ccc1Cl (stereo not drawn)	18%	?	-12%[10.9 µM]	-12%
CCOc1cc(S(=O)(=O)NCc2ccc3c(c2)OCO3)ccc1F	-1%	1.7%	-5%	6%
Cc1ccc(C(=O)NC=C(Cl)Cl)cc1	-6%	-0.2%	-8%	0%
CC(=O)c1ccc(OCC(O)Cn2nnc3ccccc32)cc1 (stereo not drawn)	-16%	5.7%	-2%	-9%
COc1ccc(-c2noc(-c3ccc(Cl)cc3)n2)cc1	-16%	-5.3%	-5%	-14%
COc1cc(C(=O)Nc2ccc(NC(=O)c3ccc(C(C)(C)C)cc3)cc2)cc(OC)c1OC	?	?	-11%[10.9 µM]	-7%
CC1CCN(S(=O)(=O)c2ccc3[nH]cc(C(=O)NCCN4CCOCC4)c(=O)c3c2)CC1	-5%	0.0%	-10%	1%
CCn1cnc2c1c(=O)n(Cc1csc(-c3ccccc3)n1)c(=O)n2Cc1ccccc1	-5%	?	-4%	-1%
COc1ccc(N(CC(=O)Nc2cc(OC)cc(OC)c2)S(=O)(=O)c2c(C)noc2C)cc1	5%	?	-9%[10.9 µM]	-7%
CCOC(=O)CCNC(=O)CNC(=O)OCc1ccccc1	13%	-0.9%	-4%	-7%
CCC1(C)OCC(Cn2c3ccccc3c3ccccc32)O1 (stereo not drawn)	2%	/	/	13%
CCCNS(=O)(=O)c1ccc(CCC(=O)NCc2cccnc2)cc1	4%	0.7%	6%	5%
O=C1Nc2ccccc2C12OCCCCO2	9%	0.1%	5%	0%
Cc1ccc2c(c1)nnn2C1CCN(CC(=O)N2c3ccccc3CC2C)CC1 (stereo not drawn)	-8%	?	-14%	-7%
CC(=O)O[C@@H]1[C@H]([N+]2(C)CCCCC2)C[C@@H]2[C@@H]3CC[C@@H]4C[C@@H](OC(C)=O)[C@H]([N+]5(C)CCCCC5)C[C@@]4(C)[C@H]3CC[C@]21C	18%	1.2%	/	-7%
COC(=O)c1cc(-c2c[nH]c3ccccc23)n[nH]1	10%	1.4%	-2%	12%
O=C(O)CCc1ccc(-c2ccc(Br)cc2)n1CC(=O)O	1%	0.1%	-6%	-2%
CCC(C(=O)N1CCN(c2ccccn2)CC1)n1nc(C)n2c(cc3occc32)c1=O (stereo not drawn)	2%	/	/	7%
CCOC(=O)N1CCN(C(=O)C(CC)n2nc(C)c3sc4ccccc4c3c2=O)CC1 (stereo not drawn)	-12%	1.9%	-3%	10%
CCOc1ccc(-c2nonc2NC(=O)c2oc3ccc(C)cc3c2C)cc1OCC	-1%	0.3%	-10%[10.9 µM]	-3%
Cc1ccc(-c2nnc(SCC#N)n2N)cc1	-4%	0.8%	-10%	-4%
CCOC(=O)c1nnn(C(CC)C(=O)Nc2ccc(F)cc2)c1C(=O)OCC (stereo not drawn)	-3%	?	-8%[10.9 µM]	3%
CSc1nsc(SCC(=O)Nc2cccc(C(C)=O)c2)n1	-2%	-1.9%	-12%	9%
c1coc(CNc2nc3nonc3nc2NCc2ccco2)c1	11%	?	-20%	-12%
CCOC(=O)c1cc(NC(=O)N2CCOCC2)c(C)nc1C	-2%	0.5%	-2%	-3%
N#Cc1cnc(SCC(=O)Nc2ccccc2C(F)(F)F)nc1N	6%	1.2%	-7%	-7%
CCC(=O)N(CCO)Cc1cc2ccc(C)c(C)c2[nH]c1=O	3%	0.1%	4%	8%
COC(=O)CCCCC(=O)OC	3%	-0.7%	-4%	4%[1.84 µM]
C/C(N)=C(/C#N)C(=O)COC(=O)CCSc1ccccc1	3%	-0.4%	0%	5%
CC1CCCCN1Cc1c(O)ccc2c(=O)c(-c3ccccc3)coc12 (stereo not drawn)	-4%	-8.8%	-17%[10.9 µM]	-3%
NC(=O)c1ccsc1NC(=O)CN1C(=O)C2CC=CCC2C1=O (stereo not drawn)	-6%	-1.6%	-7%	22%
O=C(NC1CCCCC1)NC1CCN(CC(=O)N2CCOCC2)CC1	10%	-0.1%	4%	-5%
Cc1nn(CC(=O)NCCc2ccc(Cl)cc2)c(=O)c2cc3cc(F)ccc3n12	-7%	?	7%[10.9 µM]	0%
Cc1cccc(C)c1NC(=O)CCCSc1nnc(-c2ccco2)n1-c1ccccc1	-6%	0.4%	-7%	9%
CC(C)CC1(C(=O)NCCc2c[nH]c3ccccc23)C=CCN1C(=O)c1ccccc1 (stereo not drawn)	-13%	/	-15%	14%
Cc1cc(C)c(NC(=O)C(C)n2nnc3sc4c(c3c2=O)CCCC4)c(C)c1 (stereo not drawn)	-2%	-0.6%	-5%[10.9 µM]	20%
CC1CCN(S(=O)(=O)c2ccc3nc(Nc4cccc(F)c4)ccc3c2)CC1	?	?	-11%[10.9 µM]	48%[activator]
CCOC(=O)Cn1nnnc1C(CC)N(Cc1cccs1)Cc1cc2cc(C)ccc2[nH]c1=O (stereo not drawn)	-15%	?	/	-13%
CCc1ccc(NC(=O)CN2C(=O)C(c3ccc(F)cc3)=NC2(C)C)cc1	-7%	-0.3%	-9%[10.9 µM]	-9%
COc1ccc2c(c1)c(CC(=O)O)c(C)n2Cc1ccc(Cl)cc1	8%	2.8%	-7%	10%
CCCCOCCOCCSC#N	-3%	-0.8%	0%	4%[1.84 µM]
Cc1ccc(C(=O)Nc2ccc(C(=O)O)cc2)cc1S(=O)(=O)Nc1ccccc1	-3%	13%	-5%[10.9 µM]	2%
Nc1nc(-c2cccnc2)nn1C(=O)CCc1ccccc1	7%	0.1%	-3%	6%
COc1ccc(OC)c(C(=O)CSc2nc3cccnc3n2C)c1	13%	0.7%	-17%	-1%
CCOc1ccc(S(=O)(=O)N2Cc3ccccc3CC2C(=O)NCCCn2ccnc2)cc1 (stereo not drawn)	1%	1.6%	-6%	-5%
CC1(C)CC(=O)C=C(NCCN2CCN(C(=O)Nc3ccc(Cl)cc3)CC2)C1	14%	2.1%	-4%	-9%
CCOc1cc(C2C(C(N)=O)=C(C)Nc3ncnn32)cc(Br)c1O (stereo not drawn)	1%	0.1%	-14%[10.9 µM]	3%
CCn1c(N)nc2c1c(=O)n(C)c(=O)n2C	24%	-1.1%	-8%	-6%
Cc1ccc(Cl)cc1NC(=O)CN1C(=O)c2ccccc2Sc2ncccc21	-4%	?	-17%[10.9 µM]	7%
CCOc1ccc(NC(=O)c2cc(S(=O)(=O)N3CCC(C)CC3)cn2C)cc1	15%	-0.4%	-9%[10.9 µM]	1%
CCOc1ccc(C2CC(=O)n3nc(-c4ccc(C)cc4)nc3S2)cc1 (stereo not drawn)	-8%	-2.0%	11%[10.9 µM]	2%
Cc1ccc(NC(=O)CN2C(=O)C(C)Oc3ccccc32)nc1 (stereo not drawn)	7%	1.3%	-2%	-1%

Next section.
SMILES	p53ts 39C kill	IkB sig inh	Imprint erasure	p53ts 32C tox
Cc1cc(C)cc(N2CCn3c2nc2c3c(=O)n(C/C=C/c3ccccc3)c(=O)n2C)c1	33%[activator]	-1.4%	9%[10.9 µM]	4%
CCCOC(=O)c1ccc(-c2c(C)noc2-c2ccc(OC)cc2O)o1	0%	?	-16%	-3%
COc1ccccc1NC(=O)C1=C(C)Nc2nnnn2C1c1cccc(Br)c1 (stereo not drawn)	27%	7.9%	-17%	13%
COc1ccc(NC(=O)c2c(NC(=O)c3ccc(Br)cc3)sc3c2CCCC3)cc1	-13%	?	-13%[10.9 µM]	-13%
COc1cc(Cn2c(N)c(C#N)c3nc4ccccc4nc32)cc(OC)c1	-2%	2.8%	-2%	-8%
Cc1cc(C)n(-c2nc3sc4c(c3c3nnc(SCC(N)=O)n23)CC(C)(C)OC4)n1	?	-1.2%	4%	12%
CCC1CCCCN1S(=O)(=O)c1cc(C(=O)Nc2ccc(C)c(F)c2)ccc1F (stereo not drawn)	?	?	-16%[10.9 µM]	16%
COc1ccc(NC(=O)Nc2nnc(N3CCCC3)s2)cc1	2%	?	-14%[10.9 µM]	6%
CC1(C)Cc2cccc(OCC(O)CNCc3ccccn3)c2O1 (stereo not drawn)	-2%	0.2%	-19%	-3%

Structural class: those above containing a COOH group
SMILES	p53ts 39C kill	IkB sig inh	Imprint erasure	p53ts 32C tox
Cc1cc(OCC(=O)NC(Cc2c[nH]c3ccccc23)C(=O)O)ccc1Cl (stereo not drawn)	18%	?	-12%[10.9 µM]	-12%
O=C(O)CCc1ccc(-c2ccc(Br)cc2)n1CC(=O)O	1%	0.1%	-6%	-2%
COc1ccc2c(c1)c(CC(=O)O)c(C)n2Cc1ccc(Cl)cc1	8%	2.8%	-7%	10%
Cc1ccc(C(=O)Nc2ccc(C(=O)O)cc2)cc1S(=O)(=O)Nc1ccccc1	-3%	13%	-5%[10.9 µM]	2%

High-throughput results (PubChem)
